TcdB GH inh: TcdB glycohydrolase inhibition; P18177; TcdB glycohydrolase enzymatic assay, plate reader; inhibition, % at 9.99 µM; actives 0.24% (n = 350,000); AID 652162; in the data active = inhibition above about 10%
Starred values were filed as active, the others as inactive; & = joins results of further samples. The list is partial; count on the stated rates, not on these rows.

SMILES	TcdB GH inh
COc1ccccc1NC(=O)N1CCCCN2[C@H](C1)[C@H](c1ccc(C#CC3CCCC3)cc1)[C@@H]2CO	0.0
CCC(=O)Nc1ccc2c(c1)C(=O)N(C)[C@H]1CC[C@H](CC(=O)Nc3ccc(C(C)C)cc3)O[C@@H]1CO2	0.4
CC=Cc1ccc2n(c1=O)C[C@@H]1[C@@H](CO)[C@H](C(=O)Nc3ccc(-c4ccccc4)cc3)N(C(C)=O)[C@H]21 (mixture of isomers)	-1.1
CO[C@@H]1CN(C)C(=O)c2cc(NC(=O)c3cc(C)on3)ccc2OC[C@@H](C)N(S(=O)(=O)c2cccc(F)c2)C[C@H]1C	1.0
COc1ccc(CN(C)C[C@H]2OCCCC[C@H](C)Oc3ccc(NS(=O)(=O)c4ccc(Cl)cc4)cc3C(=O)N([C@@H](C)CO)C[C@H]2C)cc1	0.5
CNC[C@@H]1Oc2ccc(NS(=O)(=O)c3c(C)noc3C)cc2C(=O)N([C@H](C)CO)C[C@@H]1C	-0.2
CO[C@@H]1CN(C)C(=O)c2ccc(NC(=O)C3CC3)cc2OC[C@H](C)N(CC2CC2)C[C@H]1C	-0.6
N#C[C@@H]1N[C@@H](CO)[C@@H]1c1ccccc1	-0.3
C[C@@H]1CN([C@H](C)CO)C(=O)c2cccc(NS(=O)(=O)c3cn(C)cn3)c2O[C@@H]1CN(C)C(=O)Nc1cccc2ccccc12	0.1
C[C@@H]1CN([C@@H](C)CO)C(=O)c2cc(NC(=O)CCCN(C)C)ccc2O[C@@H]1CN(C)Cc1ccc(C(=O)O)cc1	-2.1
C[C@H](CO)N1C[C@H](C)[C@@H](CN(C)C(=O)c2ccccc2F)Oc2ncc(C#Cc3ccncc3)cc2C1=O	-0.3
CNC[C@@H]1Oc2c(NC(=O)Nc3ccc(F)cc3)cccc2C(=O)N([C@H](C)CO)C[C@H]1C	1.4
O=C(Cc1ccncc1)Nc1ccc2c(c1)[C@H]1C[C@@H](CC(=O)N3CCc4ccccc4C3)O[C@@H](CO)[C@H]1O2	0.6
COc1ccc(NC(=O)N(C)C[C@@H]2OCCCC[C@H](C)Oc3ccc(NS(=O)(=O)c4cn(C)cn4)cc3C(=O)N([C@H](C)CO)C[C@@H]2C)cc1	0.4
C[C@@H]1CN([C@@H](C)CO)C(=O)c2cc(NC(=O)c3ccncc3)ccc2O[C@@H](C)CCCCO[C@H]1CN(C)Cc1ccccc1	-0.6
C[C@@H]1CN([C@@H](C)CO)C(=O)Cc2cc(NS(=O)(=O)c3ccc(Cl)cc3)ccc2O[C@@H]1CN(C)Cc1ccncc1	0.1
C[C@@H]1CCCCO[C@H](CN(C)C(=O)Cc2ccccc2)[C@H](C)CN([C@@H](C)CO)C(=O)c2cc(NC(=O)Nc3ccccc3)ccc2O1	-0.2
COc1ccccc1CNC(=O)C[C@@H]1C=C[C@H](NC(=O)CN(C)C)[C@@H](CO)O1	0.4
O=S(=O)(N[C@@H]1CC[C@@H](CCn2cc(-c3cccnc3)nn2)O[C@@H]1CO)c1ccccc1	0.1
CCCN1C[C@H](C)[C@H](OC)CN(C)C(=O)c2cc(NC(=O)C3CC3)ccc2OC[C@@H]1C	2.3
O=C(C1CCOCC1)N1C[C@@H]2[C@H](c3ccccc31)[C@H](CO)N2Cc1ccccc1	-0.7
O=C(C1CCC1)N1C[C@@H]2N[C@H](C1)C2c1ccc(/C=C/c2ccccc2)cc1 (some centres undefined)	1.5&-0.1
Cc1noc(C)c1NC(=O)N(C)C[C@@H]1Oc2ccc(NC(=O)c3ccncc3)cc2CC(=O)N([C@@H](C)CO)C[C@H]1C	-1.8
COc1ccc(S(=O)(=O)N(C)C[C@H]2Oc3ccc(N(C)C)cc3CC(=O)N([C@@H](C)CO)C[C@@H]2C)cc1	-7.6
C[C@H]1CN([C@@H](C)CO)C(=O)c2cccc(NC(=O)Nc3ccc(C(F)(F)F)cc3)c2O[C@H]1CN(C)Cc1ccncc1	-0.4
CCNC(=O)C[C@@H]1CC[C@@H]2[C@H](COC[C@@H](O)CN2Cc2ccc(Cl)c(Cl)c2)O1	0.2
C[C@@H]1CN([C@@H](C)CO)S(=O)(=O)c2ccc(C#Cc3ccccn3)cc2O[C@H]1CN(C)C(=O)C1CC1	-0.6
C[C@H](NC(=O)[C@H]1[C@H](CO)[C@H]2Cn3c(cccc3=O)[C@@H]1N2Cc1ccncc1)c1ccccc1	0.2
CN(C)CCCNC(=O)C[C@@H]1CC[C@H]2[C@@H](COc3ccc(NC(=O)c4cccc(F)c4)cc3C(=O)N2C)O1	0.2
CCC(=O)Nc1ccc2c(c1)OC[C@H](C)N(C(=O)c1ccccn1)C[C@H](C)[C@H](OC)CN(C)C2=O	-1.2

A few values from above.
Under TcdB GH inh, CCCN1C[C@H](C)[C@H](OC)CN(C)C(=O)c2cc(NC(=O)C3CC3)ccc2OC[C@@H]1C has 2.3
Under TcdB GH inh, C[C@@H]1CN([C@@H](C)CO)S(=O)(=O)c2ccc(C#Cc3ccccn3)cc2O[C@H]1CN(C)C(=O)C1CC1 has -0.6

The results go on.
SMILES	TcdB GH inh
N#C[C@H]1[C@H](c2ccccc2-c2ccccc2F)[C@@H](CO)N1C(=O)c1cccc(F)c1	0.9
CC(C)NC(=O)N(C)C[C@H]1Oc2cc(C#Cc3cccc(F)c3)ccc2S(=O)(=O)N([C@H](C)CO)C[C@H]1C	-0.4
C[C@H]1CN([C@@H](C)CO)C(=O)c2cc(NS(=O)(=O)c3cccs3)ccc2O[C@@H]1CN(C)Cc1ccc(C(F)(F)F)cc1	1.2
C[C@H](CO)N1C[C@H](C)[C@H](CN(C)C(=O)Nc2ccc3c(c2)OCO3)Oc2ccc(NC(=O)Nc3ccc(C(F)(F)F)cc3)cc2C1=O	-1.3
O=C(N[C@H]1CC[C@H](CCNC(=O)c2ccccc2F)O[C@H]1CO)c1ccc2c(c1)OCO2	0.6
C[C@H](CO)N1C[C@H](C)[C@@H](CN(C)C(=O)CCCN(C)C)OCCCC[C@H](C)Oc2ccc(NS(=O)(=O)c3cccs3)cc2C1=O	-1.4
C[C@H](NC(=O)C[C@H]1CC[C@@H]2[C@H](COC[C@@H](O)CN2C(=O)Nc2cccc(F)c2)O1)c1ccccc1	0.1
CO[C@@H]1CN(C)C(=O)c2cc(NC(=O)NC(C)C)ccc2OC[C@@H](C)N(C(=O)NC(C)C)C[C@H]1C	-0.5
O=C(C[C@H]1C[C@H]2c3cc(NC(=O)Cc4ccncc4)ccc3O[C@H]2[C@H](CO)O1)NCc1ccccc1	-0.4
O=C(NC[C@H]1N[C@@H](CO)[C@H]1c1ccc(-c2ccccc2)cc1)c1ccccc1F	-0.7
COc1ccc(NC(=O)Nc2ccc3c(c2)[C@H]2C[C@@H](CC(=O)NCc4ccccc4F)O[C@@H](CO)[C@H]2O3)cc1	-0.5
C[C@H](CO)N1C[C@H](C)[C@@H](CN(C)Cc2ccncc2)Oc2cc(C#C[C@@H](C)O)ccc2S1(=O)=O	-1.7
C[C@H](CO)N1C[C@H](C)[C@@H](CN(C)C(=O)Nc2cccc3ccccc23)Oc2ccc(NC(=O)CCC(F)(F)F)cc2CC1=O	1.6
CC=Cc1ccc2n(c1=O)C[C@H]1[C@H](CO)[C@@H](C(=O)N(C)C)N(CC3CC3)[C@@H]21 (mixture of isomers)	-0.3
COc1cccc(S(=O)(=O)N2CCCCN3[C@H](CO)[C@@H](c4ccc(C#CCC(C)C)cc4)[C@@H]3C2)c1	0.5

Structures shown so far that have a cyano group (two):
SMILES	TcdB GH inh
N#C[C@@H]1N[C@@H](CO)[C@@H]1c1ccccc1	-0.3
N#C[C@H]1[C@H](c2ccccc2-c2ccccc2F)[C@@H](CO)N1C(=O)c1cccc(F)c1	0.9

Carrying on:
SMILES	TcdB GH inh
C[C@H](CO)N1C[C@H](C)[C@H](CN(C)S(=O)(=O)c2cn(C)cn2)Oc2ccc(NC(=O)Nc3ccc4c(c3)OCO4)cc2C1=O	1.0
O=C(C[C@@H]1CC[C@H]2[C@@H](COC[C@@H](O)CN2C(=O)Nc2ccc(Cl)cc2)O1)N1CCCCC1	-0.9
CCS(=O)(=O)N1CC2(C1)[C@H](c1ccccc1)[C@@H](CO)N2C(=O)C1CCCC1	-1.4
O=C(CC1CC1)N1CC2(C1)[C@H](c1ccccc1)[C@@H](CO)N2C(=O)c1cccnc1	0.0
C[C@H](CO)N1C[C@H](C)[C@H](CN(C)S(=O)(=O)c2cn(C)cn2)Oc2ccc(NS(=O)(=O)c3ccccc3)cc2CC1=O	-0.6
Cc1ccc(S(=O)(=O)Nc2ccc3c(c2)C(=O)N([C@H](C)CO)C[C@@H](C)[C@@H](CN(C)C(=O)CCCN(C)C)OCCCC[C@@H](C)O3)cc1	-1.3
C[C@H](NC(=O)C[C@@H]1C[C@H]2c3cc(NC(=O)Cc4ccncc4)ccc3O[C@H]2[C@@H](CO)O1)c1ccccc1	-0.3
N#C[C@@H]1[C@H](c2ccc(C#Cc3ccccc3F)cc2)[C@@H](CO)N1C(=O)C1CCC1	0.2
C[C@H](CO)N1C[C@H](C)[C@H](CN(C)C)Oc2cc(C#Cc3ccncc3)ccc2S1(=O)=O	0.5
CN(C)C(=O)C[C@H]1C=C[C@H](NC(=O)NC2CCCCC2)[C@H](CO)O1	-0.1
N#C[C@H]1[C@@H](c2ccc(C3=CCCC3)cc2)[C@H](CO)N1C(=O)C1CCC1	0.0
C[C@H]1CN([C@@H](C)CO)C(=O)c2cc(NC(=O)C3CC3)ccc2O[C@@H]1CN(C)C(=O)Nc1ccc(F)cc1	0.5
COCC(=O)Nc1ccc2c(c1)[C@H]1C[C@@H](CC(=O)NCc3ccncc3)O[C@@H](CO)[C@H]1O2	-1.4
O=C(NC[C@H]1[C@@H](c2ccccc2)[C@@H](CO)N1CC1CCCC1)c1ccccc1	0.0
O=C(c1ccccn1)N1CC[C@H]2[C@H](CO)Nc3ccc(-c4ccccc4)cc3[C@H]21	0.8

Brought forward from above: two compounds, then new ones.
SMILES	TcdB GH inh
O=C(NC[C@H]1[C@@H](c2ccccc2)[C@@H](CO)N1CC1CCCC1)c1ccccc1	0.0
O=C(c1ccccn1)N1CC[C@H]2[C@H](CO)Nc3ccc(-c4ccccc4)cc3[C@H]21	0.8
Cc1ccc(S(=O)(=O)Nc2ccc3c(c2)CC(=O)N([C@H](C)CO)C[C@H](C)[C@@H](CN(C)Cc2ccc(Oc4ccccc4)cc2)O3)cc1	0.5
C[C@H]1CN([C@@H](C)CO)C(=O)c2cc(NC(=O)Nc3ccc4c(c3)OCO4)ccc2O[C@@H]1CN(C)Cc1ccncc1	-6.7
COc1ccc2c3c(n(C)c2c1)[C@H](CO)N(S(C)(=O)=O)CC31CCN(Cc2cccnc2)CC1	0.7
OC[C@@H]1[C@H]2c3ccccc3NC[C@H]2N1Cc1ccccc1Cl	-0.8
Cc1ccccc1S(=O)(=O)NCC[C@@H]1CC[C@@H](NC(=O)Nc2cccc(F)c2)[C@@H](CO)O1	-1.3
COCCNC(=O)C[C@@H]1C[C@H]2c3cc(NC(=O)c4ccc5c(c4)OCO5)ccc3O[C@H]2[C@H](CO)O1	2.4
C[C@H](CO)N1C[C@H](C)[C@@H](CN(C)C(=O)Cc2cccnc2)Oc2cc(C#Cc3ccccc3F)ccc2S1(=O)=O	-0.2
O=C(N[C@@H]1CC[C@H](CCNS(=O)(=O)c2ccc(F)cc2)O[C@H]1CO)c1cccc(F)c1	-0.5
O=C(C[C@@H]1CC[C@H]2[C@@H](COC[C@H](O)CN2C(=O)Nc2cccc(Cl)c2)O1)NCCCN1CCOCC1	1.2
C[C@H]1CN([C@@H](C)CO)C(=O)Cc2cc(NC(=O)Nc3ccc4c(c3)OCO4)ccc2O[C@H]1CN(C)S(=O)(=O)c1ccccc1	1.0
CO[C@H]1CC[C@H]2CCN(C)C(=O)CCCN(C)C(=O)c3cc(C#N)ccc3OC[C@H]1O2	0.6
CCCC#Cc1cnc2c(c1)C(=O)N([C@H](C)CO)C[C@@H](C)[C@H](CN(C)C(=O)c1ccc(F)cc1)O2	-1.8
COc1ccc2c3c([nH]c2c1)[C@@H](CO)N(CC1CCCCC1)CC31CN(C(=O)C2CCOCC2)C1	-1.2
O=C(Nc1cccc(F)c1)N1CCCCN2[C@@H](CO)[C@@H](c3ccc(-c4ccncc4)cc3)[C@@H]2C1	0.5
Cc1ccccc1-c1ccc([C@H]2[C@@H](CO)N3CCCCN(Cc4cccnc4)C[C@H]23)cc1	-0.9

A run of entries of the results above, as a working copy:
SMILES	TcdB GH inh
Cc1ccc(S(=O)(=O)Nc2ccc3c(c2)CC(=O)N([C@H](C)CO)C[C@H](C)[C@@H](CN(C)Cc2ccc(Oc4ccccc4)cc2)O3)cc1	0.5
C[C@H]1CN([C@@H](C)CO)C(=O)c2cc(NC(=O)Nc3ccc4c(c3)OCO4)ccc2O[C@@H]1CN(C)Cc1ccncc1	-6.7
COc1ccc2c3c(n(C)c2c1)[C@H](CO)N(S(C)(=O)=O)CC31CCN(Cc2cccnc2)CC1	0.7
OC[C@@H]1[C@H]2c3ccccc3NC[C@H]2N1Cc1ccccc1Cl	-0.8

Additional compounds:
SMILES	TcdB GH inh
O=C(C[C@@H]1C=C[C@H](NC(=O)CC2CC2)[C@H](CO)O1)NCC(F)(F)F	-1.9
CNC[C@H]1OCCCC[C@@H](C)Oc2ccc(NC(=O)Nc3ccc(OC)cc3)cc2C(=O)N([C@@H](C)CO)C[C@@H]1C	2.0
C[C@H](CO)N1C[C@H](C)[C@H](CN(C)Cc2ccc(-c3ccccc3)cc2)Oc2c(NC(=O)c3ccncc3)cccc2C1=O	0.4
O=C(O)C[C@@H]1C=C[C@@H](NC(=O)c2ccccc2F)[C@@H](CO)O1	-2.1
CC(=O)N1CCCCN2[C@H](CO)[C@H](c3ccc(-c4ccncc4)cc3)[C@@H]2C1	-0.4
COCC(=O)Nc1ccc2c(c1)C(=O)N(C)[C@H]1CC[C@H](CC(=O)NCc3ccccc3F)O[C@H]1CO2	-3.3
Cc1ccc(S(=O)(=O)N(C)C[C@H]2OCCCC[C@@H](C)Oc3ccc(NC(=O)CCC(F)(F)F)cc3C(=O)N([C@H](C)CO)C[C@H]2C)cc1	0.5
CO[C@@H]1CN(C)C(=O)c2ccc(NC(=O)C3CCC3)cc2OC[C@H](C)N(Cc2ccc(F)cc2)C[C@H]1C	-0.6
